TMEM16A inh: mouse TMEM16A channel inhibition, primary screen; Q8BHY3; HEK293 TMEM16A/YFP iodide influx fluorescence, ionomycin; normalized B-score (activity score, 25-100; higher = stronger inhibition) at 10 µM; actives 1.2% (n = 310,000); AID 588511;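 active = ratio plate-corrected score three or more library SD toward inhibition, starting fluorescence score within five deviations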;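 note: score derived from kinetic fluorescence span divided by baseline fluorescence per well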
ANO1 activ: activators or potentiators of mouse TMEM16A chloride channel; AID 623877; B-score at 10 µM; actives 0.3% (n = 340,000); HEK293 TMEM16A/YFP-H148Q/I152L, iodide quench fluorescence; stronger effect = lower value;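 active = fluorescence-ratio B-score plate-corrected deviation score at least 3 library SD below zero, with starting fluorescence score within 5 deviations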;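 note: channel opened by trigger with iodide after compound preincubation; score built on the fluorescence ratio of max minus min over baseline; more negative score means more quench and so TMEM16A activation or potentiation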
DYRK1A inh: Dyrk1A (rat) kinase inhibition; inhibition, % at 12.5 µM; ADP-Glo luminescence, NFATc1 peptide; actives 0.43% (n = 310,000); AID 504441; in the data active = inhibition above about 50%;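 note: plate controls were vehicle with enzyme for no effect and no enzyme for full effect; many of its hits are not listed in these tables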
TRPC4 act: activators of mouse TRPC4 channel | B-score at 10 µM | actives 0.49% (n = 310,000) | AID 2237 | HEK293 TRPC4beta/mu-opioid, Fluo4 calcium fluorescence; stronger effect = higher value | Q9QUQ5;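 active = B-score above 5 SD of library B-scores, and initial fluorescence ratio not above library mean plus 5 SD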;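 note: positive B-score marks a calcium rise read as TRPC4 activation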
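Assay system: HEK293 cells stably co-expressing mouse TRPC4beta and mu-opioid receptor / Timing: Fluo4 dye loading 45 min at room temperature, 110 s recording / Signal: Fluo4 calcium-sensitive dye fluorescence, kinetic, 1 Hz baseline / Read-out: integrated baseline-normalised fluorescence ratio, converted to per-well B score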
TRPC4 potent: allosteric potentiators of mouse TRPC4 channel; Q9QUQ5; HEK293 TRPC4beta/mu-opioid, DAMGO EC20, Fluo-4 Ca2+ flux; stronger effect = higher value; B-score at 10 µM; actives 0.42% (n = 310,000); AID 2227;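 active = B-score of calcium response area above 5 SD of library B-scores, with initial fluorescence ratio within 5 SD of library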;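 note: B-score of integrated fluorescence ratio over time as area under calcium response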
KCNK9 inh: inhibitors of human KCNK9 two-pore domain potassium channel; HEK293 KCNK9, FluxOR thallium flux fluorescence; stronger effect = lower value; actives 1.2% (n = 310,000); AID 488922; B-score at 10 µM; Q9NPC2;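 active = ratio B-score over 3 SD below the library mean, with starting fluorescence within 5 SD of its mean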;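 note: negative B-score means less thallium flux so channel inhibition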
KCNK3 inh: human KCNK3 channel inhibition, primary screen; CHO-KCNK3 thallium flux, FluxOR fluorescence; stronger effect = lower value; B-score at 10 µM; actives 0.84% (n = 340,000);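 active = B-score under library mean minus 4 SD, starting fluorescence ratio at most library mean plus 5 SD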;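 note: more negative B-score means stronger inhibition of thallium flux through KCNK3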
KCNQ1 pot: potentiates or activates the human KCNQ1 potassium channel; B-score at 10 µM; actives 0.35% (n = 310,000); CHO-K1 KCNQ1, thallium flux FluxOR fluorescence; stronger effect = higher value; AID 2648; P51787;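 active = fluorescence ratio B-score, a plate-corrected score, at least three library SD, with initial intensity B-score within 5 SD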
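Schedule – 37 °C overnight plating, 90-min dark dye load, 20-min compound pretreatment · System – stable KCNQ1 CHO-K1 line · Probe or stimulus – thallium- and potassium-containing depolarizing buffer · Measured by – kinetic FluxOR fluorescence, 10 s baseline plus 110 s post-stimulus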
hERG rescue: compounds protecting human hERG from proarrhythmic drug block. Q12809. CHO-hERG, FluxOR thallium flux, dofetilide IC70 present. actives 0.51% (n = 310,000). AID 1511. activation (rescue from dofetilide block), less the hit threshold, % at 10 µM;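 active = activation above the mean of controls blocked by dofetilide plus 5 SD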;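 note: thallium influx through hERG after potassium depolarization seen as dye fluorescence rise; in these data hits start at about 4.7%; inactives centre near -7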
Target sequence (Q12809 whole entry, looked up): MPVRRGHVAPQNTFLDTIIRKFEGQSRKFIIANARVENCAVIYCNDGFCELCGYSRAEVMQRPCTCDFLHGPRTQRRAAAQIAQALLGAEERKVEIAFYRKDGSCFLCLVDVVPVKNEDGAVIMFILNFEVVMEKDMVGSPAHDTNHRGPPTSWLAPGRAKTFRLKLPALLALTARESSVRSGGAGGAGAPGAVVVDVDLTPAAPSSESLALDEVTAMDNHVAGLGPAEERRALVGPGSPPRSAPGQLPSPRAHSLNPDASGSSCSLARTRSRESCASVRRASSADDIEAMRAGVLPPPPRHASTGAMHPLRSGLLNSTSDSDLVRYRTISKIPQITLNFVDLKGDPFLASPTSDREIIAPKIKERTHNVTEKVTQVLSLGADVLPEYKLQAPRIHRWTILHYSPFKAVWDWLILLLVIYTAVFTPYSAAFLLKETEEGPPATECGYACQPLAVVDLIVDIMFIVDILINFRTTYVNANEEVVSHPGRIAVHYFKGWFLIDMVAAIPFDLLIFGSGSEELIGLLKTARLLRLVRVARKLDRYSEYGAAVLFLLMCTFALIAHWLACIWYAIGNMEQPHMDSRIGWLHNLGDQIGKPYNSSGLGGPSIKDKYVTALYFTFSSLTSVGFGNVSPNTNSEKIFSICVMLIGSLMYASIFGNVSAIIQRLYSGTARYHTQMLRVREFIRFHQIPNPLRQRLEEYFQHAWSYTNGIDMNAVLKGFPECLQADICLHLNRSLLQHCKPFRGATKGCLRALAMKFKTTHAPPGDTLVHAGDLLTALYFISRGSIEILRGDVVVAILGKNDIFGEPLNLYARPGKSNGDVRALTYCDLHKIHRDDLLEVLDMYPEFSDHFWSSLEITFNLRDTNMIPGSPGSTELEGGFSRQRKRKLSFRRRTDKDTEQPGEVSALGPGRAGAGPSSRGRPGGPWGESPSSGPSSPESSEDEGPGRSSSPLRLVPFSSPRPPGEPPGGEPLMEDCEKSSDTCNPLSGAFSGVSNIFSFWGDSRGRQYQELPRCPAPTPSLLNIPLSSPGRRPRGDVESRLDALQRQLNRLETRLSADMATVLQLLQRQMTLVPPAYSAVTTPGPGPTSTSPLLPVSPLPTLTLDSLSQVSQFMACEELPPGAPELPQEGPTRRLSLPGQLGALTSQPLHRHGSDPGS
KCNQ1 block: blocks the human KCNQ1 potassium channel; P51787; CHO-K1 KCNQ1, FluxOR thallium flux fluorescence; stronger effect = higher value; B-score at 10 µM; actives 1.3% (n = 310,000); AID 2642;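 active = compounds whose thallium flux B-score, printed positive for inhibition, exceeds three library SD while starting fluorescence stays within three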;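 note: channel opened by potassium depolarization with thallium stimulus after 20 min compound exposure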
HDAC3 inh: human HDAC3 inhibition. O15379. recombinant HDAC3, fluorogenic peptide/trypsin coupled, fluorescence. inhibition, % at 8.3 µM. actives 0.15% (n = 320,000). AID 2718; in the data active = inhibition above about 26%, passing the limit was not always enough; inconclusive = no clear call, values can overlap the other calls
* = called active by the depositor; i = inactive; ? = inconclusive; / = not tested or not shown.

SMILES	hERG rescue	KCNQ1 block	ANO1 activ	KCNK3 inh	KCNK9 inh	DYRK1A inh	KCNQ1 pot	TRPC4 potent	TMEM16A inh	TRPC4 act	HDAC3 inh
CCOC(=O)c1cc2c(ccn2-c2ccc(F)cc2)n1CC(=O)N1CCN(C(=O)c2ccco2)CC1	-9	i	i	i	i	-7	i	i	i	i	-1
CNC(=S)N(CCc1c(C)[nH]c2ccccc12)Cc1ccco1	-1	i	i	i	i	-1	i	i	i	i	0
Cc1cc(C)nc(-n2nc(C)cc2NC(=O)c2ccc(S(=O)(=O)N3CCOCC3)cc2)n1	-11	i	/	/	i	/	i	i	i	i	3
CC1=CC(C)(C)N(C(=O)CN2C(=O)c3ccccc3C2=O)c2ccccc21	-9	i	i	i	i	-5	i	i	i	i	3
O=C(N/C(=C/c1ccc2c(c1)OCO2)C(=O)N1CCOCC1)c1cccs1	8.2*	i	i	i	i	1	i	i	i	i	12
CCC(COC)NC(=O)CCc1nnc(Cc2cccc(C(F)(F)F)c2)o1 (stereo not drawn)	-7	i	i	i	i	-6	i	i	i	i	/
CN(C)C(CNc1ncnc2sc3c(c12)CCCCC3)c1ccco1 (stereo not drawn)	-4	i	i	i	i	47	i	i	i	76*	10
CN1CCC(N(C)CC(=O)Nc2cccc(Oc3ccccc3)c2)CC1	-9	i	i	i	i	-2	i	i	i	i	0
O=C(CSc1nnc(Nc2ccccc2)s1)NCc1ccco1	-10	i	i	i	i	8	i	i	i	i	17
O=C(/C=C/c1ccc(-c2ccccc2)o1)c1ccccc1	-13	i	i	i	i	-6	i	i	i	i	2
CC1CC(C)CN(S(=O)(=O)c2ccc(C(=O)NCCCn3ccnc3)cc2)C1 (stereo not drawn)	-15	i	i	i	i	-2	i	i	i	i	-3
C=CCN1C(=O)C(O)(CC(=O)c2ccc(Cl)cc2)c2ccccc21 (stereo not drawn)	-4	i	i	i	i	2	i	i	i	i	5
CNc1nc2c(c(=O)n(C)c(=O)n2C)n1CCCc1ccccc1	-7	i	i	i	i	0	i	i	i	i	0
NS(=O)(=O)OCCCc1ccc(C(F)(F)F)cc1	-7	i	i	i	i	-1	i	i	i	i	2
CC(C)(C)c1ccc(S(=O)(=O)NCCOCC(F)(F)C(F)F)cc1	-5	i	i	i	i	12	i	i	i	i	19

An excerpt from above with just HDAC3 inh and KCNQ1 pot.
canonical_smiles	HDAC3 inh	KCNQ1 pot
CC1CC(C)CN(S(=O)(=O)c2ccc(C(=O)NCCCn3ccnc3)cc2)C1 (stereo not drawn)	-3	i
C=CCN1C(=O)C(O)(CC(=O)c2ccc(Cl)cc2)c2ccccc21 (stereo not drawn)	5	i
CNc1nc2c(c(=O)n(C)c(=O)n2C)n1CCCc1ccccc1	0	i

Additional records
SMILES	hERG rescue	KCNQ1 block	ANO1 activ	KCNK3 inh	KCNK9 inh	DYRK1A inh	KCNQ1 pot	TRPC4 potent	TMEM16A inh	TRPC4 act	HDAC3 inh
O=C(CSc1nc2ccccc2[nH]1)c1ccc(Cl)s1	-14	i	i	i	i	-6	i	i	i	i	2
O=c1c(-c2ccccc2)nnc2sc(COc3ccc(Br)cc3)nn12	0	i	i	i	i	-3	i	i	i	i	-1
Cc1nc2ccccc2c(=O)n1C1CCCCCC1	-9	i	i	i	i	-5	i	i	i	i	3
CC(C)Oc1ccc(C(CC(=O)O)Cc2ccccc2)cc1 (stereo not drawn)	0	i	i	i	i	0	i	i	i	i	3
CN1C(=O)C2(C(C#N)=C(N)N(c3cc(Cl)cc(Cl)c3)C3=C2C(=O)CCC3)c2ccccc21 (stereo not drawn)	-2	i	i	i	i	1	i	i	i	i	1
Nc1ccc2ncccc2c1N	/	/	i	i	/	4	/	/	i	/	2
CC(C)CCCNc1nc(N2CCOCC2)nc(N2CCOCC2)n1	-12	i	i	i	i	10	i	i	i	i	2
Cc1nc(CCNC(=O)Cc2ccc(Cl)cc2)cs1	-6	i	i	i	i	1	i	i	i	i	-5
O=C(NCCCNC1CCCCC1)c1ccc(/C=N/O)nc1	-1	i	i	i	i	15	i	i	i	i	-1
CCCCc1nnc(NC(=O)CSc2nc(C)cc(=O)[nH]2)s1	-7	i	i	i	i	3	i	i	i	i	/
CCOc1ccc(S(=O)(=O)N2CCC(C(=O)NCc3ccncc3)CC2)cc1	-5	i	i	i	i	-6	i	i	i	i	-6
CC(C)c1ccc(OCc2ccc(C(=O)N(C)C)o2)cc1	-3	i	i	i	i	-4	i	i	i	i	-3
CCC(c1n[nH]c(=S)n1-c1ccccc1)N(C)C (stereo not drawn)	-8	i	i	i	i	0	i	i	i	i	/
Cc1ccccc1C(=O)Nc1c(C(=O)N2CCCC2)cnn1-c1ccccc1	-3	i	i	i	i	-4	i	i	i	i	-2
COCCNC(=O)Cn1ncc2ccsc2c1=O	-13	i	-11*	i	i	1	i	i	i	i	1
Cc1ccc(NC(=S)NCc2ccccn2)cc1	-1	i	i	i	i	-1	i	i	i	i	-2
N#C/C(=C(/O)c1cc2ccccc2o1)c1nc2ccccc2s1	-12	i	i	i	i	-1	i	i	i	i	-11
COCc1nc2sc3c(c2c(=O)[nH]1)CCCC3	-3	i	i	i	i	/	i	i	i	i	-3
Cc1cc(NC(=O)CSc2n[nH]c(-c3cccs3)n2)no1	-11	i	i	i	i	6	i	i	i	i	11
CC(C)N(C(=O)Cc1ccccc1[N+](=O)[O-])C(C)C	-11	i	i	i	i	-22	i	i	i	i	/
CCOC(=O)N1CCN(C(=O)c2csc3c2CCCCC3)CC1	0	i	i	i	i	/	i	i	i	i	2
Nc1nn2c(-c3ccccc3)cc(=O)[nH]c2c1N=Nc1ccc(O)cc1	-8	i	i	i	i	0	i	i	i	i	4
Cc1ccc(C)n1-c1ccc(C(=O)N/N=C/c2ccncc2)cc1	-17	i	i	i	i	7	i	i	i	i	4
CC(=O)NCCc1csc(-c2ccccc2)n1	-4	i	i	i	i	7	i	i	i	i	1
CCOc1nc(C#N)nc(N2CCCCC2)n1	-4	i	i	i	i	0	i	i	/	i	/
CC(C)c1nnc(NC(=O)CCC(=O)NCc2ccccc2Cl)s1	-1	i	i	i	i	/	i	i	i	i	-8
CC(C(=O)NC1C(=O)N2C(C(=O)O)=C(CSc3nnnn3C)CSC12)n1cc(Cl)cn1 (stereo not drawn)	-1	i	i	i	i	-3	i	i	i	i	-1
O=C(Nc1ccccc1)[C@@H]1CC=C[C@@H]2CCN(C3CCCCC3)C(=O)[C@@H]21	-8	i	i	i	i	-4	i	i	i	i	-10
CCOc1ccc(N(CC(=O)Nc2ccc(C)cc2)S(=O)(=O)c2c(C)[nH]c(=O)[nH]c2=O)cc1	-3	i	i	i	i	3	i	i	i	i	-3
CCOC(=O)c1c(C)sc2c1N(C(=O)CCl)c1cc(Cl)ccc1S2	-4	i	i	i	i	-9	i	i	i	i	8
COc1ccc(-c2nc(CN3CCN(Cc4ccccc4)CC3)c(C)o2)cc1	-6	i	i	i	i	0	i	i	i	i	10
Cc1cccc(Cn2c(=O)c3c(nc4n3CCCN4Cc3ccccc3)n(C)c2=O)c1	3	i	i	i	i	-3	i	20*	i	i	2
O=C(Nc1ccncc1)C1CCN(S(=O)(=O)c2ccccc2C(F)(F)F)CC1	-10	i	i	i	i	1	i	i	i	i	1
COc1ccccc1NC(=O)Nc1ccc(C)cn1	-1	i	i	i	i	/	i	i	i	i	12
CC1CC(C)CN(CCCNC(=O)c2ccc3c(c2)N(Cc2ccccc2)C(=O)c2ccccc2S3=O)C1 (stereo not drawn)	-14	i	i	i	i	-1	i	i	i	85*	1
NC(=O)NC(CC(=O)NCCCc1ccccc1)c1ccc(Cl)cc1 (stereo not drawn)	-5	i	i	i	i	-5	i	i	i	i	2
Cc1ccc(S(=O)(=O)N/N=C2/CCCCC2C2CCCCC2)cc1[N+](=O)[O-] (stereo not drawn)	-2	i	i	i	i	-2	i	i	i	i	4
O=C1NC2(CCCCC2)C(=O)N1c1ccc(Cl)cc1	4	i	i	i	i	8	i	i	i	i	-12
COC(=O)c1sccc1Oc1c(Cl)cccc1[N+](=O)[O-]	1	i	i	i	i	3	i	i	i	i	-1
CCOc1ccc2nc(NC(=O)CC3Oc4ccccc4NC3=O)sc2c1 (stereo not drawn)	-7	i	i	i	i	-4	i	i	i	i	?
Cn1cc([C@@H]2C[C@H]3CN(Cc4cccc(Cl)c4)C(=O)[C@]34CCCN24)c2ccccc21	-15	i	i	i	i	-7	i	i	i	i	2
CCOC(=O)C1CCCN(C(=O)CCCn2nnnc2CN2CCC(C)CC2)C1 (stereo not drawn)	-3	i	i	i	i	5	i	i	i	i	-4
CCC(C)C(NC(=O)C(CC(C)C)NC(=O)C(CO)NC(=O)C1CCC(=O)N1)C(=O)OC (stereo not drawn)	-10	i	i	i	i	-9	i	i	i	i	-2
COc1ccc(C(=O)NC2CC2)cc1OC1CCN(Cc2ccc(SC)cc2)CC1	-12	i	i	i	i	0	i	i	i	i	0
CC1CCN(S(=O)(=O)c2cc(Br)cc(C(=O)NC3=NCCS3)c2)CC1	-16	i	i	i	i	3	i	i	i	i	5
CNC(=O)c1ccccc1S(=O)(=O)c1ccccc1C#N	1	i	i	i	i	7	i	i	i	i	5

Assay outcomes (PubChem)

The list is partial; rates above refer to the full screens.
